# Assay outcomes (PubChem)
# IMPase Li cell: IMPase inhibition in cells with lithium potentiation | Potency, µM (doses to about 59.4 µM), for the others: at the top dose activity, negative = IMPase inhibition, most hits filed as inhibitors | CHO-M1 cells, IP1 TR-FRET (IP-One), carbachol + lithium | AID 1457 | 210,000 tested, 0.35% active;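 also: IP1 builds up when IMPase is blocked and the TR-FRET signal falls; plate controls were basal vehicle for no effect and high inhibitor control for full effect; nearly all actives have a fitted effect of over 50% in size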
#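 Steps: plate 2000 CHO-M1 cells per well and culture 16–30 h; add compound and lithium; incubate 30 min, 37C; add d2-IP1 tracer and Eu cryptate anti-IP1 antibody in lysis buffer; read after 10 min at room temperature.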
# RGS12 GoLoco inh: blocks human Gai1 binding to RGS12 GoLoco peptide, red readout | Gai1:RGS12 GoLoco peptide FP, rhodamine, 10 min | Potency, µM (highest dose often 61.6 µM), for inactives: at the highest dose activity, negative = inhibition, actives largely listed as inhibitors | AID 880 | P63096 | 230,000 tested, 0.44% active; active = well fitted inhibition curve with a large enough effect, not every such curve was filed as active; inactive = no such curve, though single readings can be large or run the other way; also: % is scaled to controls: 0 for no effect and ±100 for the full control effect; nearly all actives have a fitted effect of over 30% in size; many of its hits are not listed in these tables
# NPSR antag: blocks cAMP signaling of the human neuropeptide S receptor. CHO-NPSR cells, cAMP TR-FRET, antagonist mode. 220,000 tested, 1% active. Potency, µM (titrated, usually from 38.3 µM), for the others: at the highest dose activity change, negative = inhibition, most hits filed as inhibitors; also: % is scaled to controls: 0 for no effect and ±100 for the full control effect; nearly all actives have a fitted effect of over 50% in size; many of its hits are not listed in these tables
# RECQ1 helicase: RECQ1 (human) helicase inhibition | P46063 | RECQ1 DNA unwinding, red fluorescence kinetic read | Potency, µM (titrated, usually from 57.3 µM), for inactives: at the top dose activity, negative = inhibition, usual class: inhibitors | 240,000 tested, 0.54% active | AID 2549;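 also: plate controls were vehicle for no effect and no enzyme for full effect; nearly all actives have a fitted effect of over 30% in size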
# Target sequence (P46063 whole entry, looked up): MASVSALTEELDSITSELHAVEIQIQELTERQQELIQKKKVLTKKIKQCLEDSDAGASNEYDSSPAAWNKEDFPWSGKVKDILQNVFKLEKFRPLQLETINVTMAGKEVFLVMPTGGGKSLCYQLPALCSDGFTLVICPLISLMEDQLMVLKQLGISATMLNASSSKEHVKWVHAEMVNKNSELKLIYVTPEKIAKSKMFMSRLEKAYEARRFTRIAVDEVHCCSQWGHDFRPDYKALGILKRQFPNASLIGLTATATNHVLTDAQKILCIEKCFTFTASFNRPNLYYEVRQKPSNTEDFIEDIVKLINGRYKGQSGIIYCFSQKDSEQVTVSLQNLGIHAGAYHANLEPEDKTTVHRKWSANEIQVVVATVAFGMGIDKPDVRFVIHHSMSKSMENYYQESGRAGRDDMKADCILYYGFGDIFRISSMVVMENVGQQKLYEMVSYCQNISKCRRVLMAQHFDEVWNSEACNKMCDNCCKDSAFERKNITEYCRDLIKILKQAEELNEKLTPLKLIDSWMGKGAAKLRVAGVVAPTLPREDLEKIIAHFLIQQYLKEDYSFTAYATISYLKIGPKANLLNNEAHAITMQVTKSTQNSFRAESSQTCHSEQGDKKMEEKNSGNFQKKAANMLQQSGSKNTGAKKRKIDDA
#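 RECQ1T1 50 nM; forked duplex (20 bp + 30-nt ss tails) 200 nM, ATP 2 mM final; pH 8.0, 2 mM MgCl2, 2.5 ug/ml poly(dI-dC); 15 min compound preincubation; discontinuous kinetic read over 2 h at RT.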
# SMN2 splice enh: SMN2 splice variant enhancement. HEK293 SMN2-luciferase splicing reporter, luminescence, 30-36 h. Potency, µM (titrated, usually from 46.1 µM), for the others: at the highest dose activity change, positive = activation, usual class: activators. 210,000 tested, 2.8% active. AID 1458; also: % of control where 0% means no effect; nearly all actives have a fitted effect of over 55% in size
#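 HEK293 cells carry an SMN2 […]–luciferase reporter in which exon 7 inclusion puts luciferase in frame. Cells were plated 10-12 h before compound addition, then incubated 30-36 h at 37C. ONE-Glo luminescence was read; sodium butyrate at 4.5 mM final served as control.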
# Epigenetic derep: derepresses silenced GFP reporter in murine cells; murine LDR cells, GFP reporter derepression, 30 h; Potency, µM (top dose mostly 53.9 µM), without a hit: top-dose GFP activation, actives largely listed as activators; 280,000 tested, 0.2% active; AID 1865; also: % of control where 0% means no effect; nearly all actives have a fitted effect of over 60% in size
#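 Derepression of a silenced CMV-GFP reporter in murine LDR cells is scored by enumerating GFP-positive cells with a laser-scanning microplate cytometer after 30 hours of treatment at 37 C.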
# KDM4E inh: JMJD2E (human) inhibition | JMJD2E catalytic domain, FDH-coupled NADH fluorescence (FDH is formaldehyde dehydrogenase) | AID 2147 | B2RXH2 | 230,000 tested, 1.6% active | Potency, µM (highest dose often 57.1 µM), for the others: at the highest dose activity change, negative = inhibition, usual class: inhibitors; active = well fitted inhibition curve with a large enough effect, not every such curve was filed as active; inconclusive = small, poorly fitted or top-dose-only effect, or another doubt; inactive = no such curve, though single readings can be large or run the other way;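 also: 0% = wells with enzyme and -100% = buffer wells without enzyme; nearly all actives have a fitted effect of over 50% in size; many of its hits are not listed in these tables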
# Target sequence (B2RXH2 1-337 limits assumed): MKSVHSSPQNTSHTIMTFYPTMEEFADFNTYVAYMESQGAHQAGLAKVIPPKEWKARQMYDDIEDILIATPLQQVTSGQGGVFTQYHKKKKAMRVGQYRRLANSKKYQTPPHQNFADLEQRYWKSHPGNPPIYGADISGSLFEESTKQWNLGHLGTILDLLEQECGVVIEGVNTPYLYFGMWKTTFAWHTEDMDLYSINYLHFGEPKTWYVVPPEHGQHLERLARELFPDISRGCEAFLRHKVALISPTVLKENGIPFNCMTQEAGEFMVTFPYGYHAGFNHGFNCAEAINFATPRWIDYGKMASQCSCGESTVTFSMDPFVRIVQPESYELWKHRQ
# Luc counter: Kinase-Glo luciferase inhibition (counter-screen); AID 1379; Potency, µM (titrated, usually from 38.3 µM), for the others: top-dose activity change, negative = inhibition, most hits filed as inhibitors; Q27757; 200,000 tested, 0.28% active; Kinase-Glo luciferase, ATP luminescence, 8 min; also: % is scaled to controls: 0 for no effect and ±100 for the full control effect; nearly all actives have a fitted effect of over 60% in size
#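 Kinase-Glo luciferase light output from ATP and luciferin was measured with 10 uM ATP, within the enzyme's linear range. Buffer: 50 mM imidazole pH 7.2, 50 mM KCl, 7 mM MgCl2, 0.01% Tween 20, 0.05% BSA; luminescence read after 8 min at ambient temperature.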
# * marks the source's active call; other numbers are inactive results; i = inactive; ? = inconclusive; · = not tested or not shown; & = joins results of further samples; [ ] = dose if it differs, or a comment. Unless noted, calls follow the shape of the dose curve; as a rule, active = well fitted curve in the direction sought with a large enough effect; inconclusive = small, poorly fitted or top-dose-only effect, or another doubt; inactive = no such curve, though single readings can be large; an effect the other way counts as inactive or inconclusive. Potency is read from the fitted curve at half-maximal effect. These rows are one share of the data, so the mix of outcomes need not match the whole.
SMILES,IMPase Li cell,RGS12 GoLoco inh,NPSR antag,RECQ1 helicase,SMN2 splice enh,Epigenetic derep,KDM4E inh,Luc counter
Nc1cc(N2CCCCC2)nc(N)[n+]1OS(=O)(=O)[O-],16%&-1%,2%&4%,·,-4%,4%&1%,0.0%&0.8%,·,·
CN(CC(=O)Nc1ccncc1)S(=O)(=O)c1ccccc1,27%[38.3 µM],-6%,-7%[46.1 µM],i,9%,1.2%,7%,3%
COCCNC(=S)N(CCc1c(C)[nH]c2ccccc12)Cc1ccco1,10%,-1%,-14%,i,-1%,-1.6%,3%,-1%
CCCc1cc(=O)[nH]c(SCC(=O)c2cc(C)n(-c3c(C)n(C)n(-c4ccccc4)c3=O)c2C)n1,4%,1%,9%,0%,16%,-0.1%,-3%,2%
O=c1c(Cc2c(F)cccc2Cl)c(O)ccn1Cc1ccc2c(c1)OCO2,4%,15%,-19%,i,-3%,-0.1%,-7%,0%
CCOC(=O)Cc1csc(NC(=O)COc2c(C)cccc2C)n1,10%,4%,-25%,-4%,0%,-2.1%,-13%,0%
COc1ccccc1Oc1coc2cc(O)ccc2c1=O,2%,6%&5%,-7%[46.1 µM],0%&1%,14%&7%,-1.1%&-1.1%,?,0%&-7%
O=C(COc1ccc2c(C(F)(F)F)cc(=O)oc2c1)Nc1ccc(N2CCOCC2)cc1,-9%,-4%,19%,-5%,-17%,1.0%,-1%,1%
O=C(NCc1cccnc1)c1ccc(Cl)c(S(=O)(=O)Nc2ccccc2C(=O)NCc2cccnc2)c1,-2%,3%,11%,4%,6%,4.0%,-27%,1%
Cc1cccc(OCC(=O)N2CCN(C(=O)c3ccc([N+](=O)[O-])cc3)CC2)c1,2%,11%,-13%,i,-8%,-4.2%,2%,0%
COc1ccc(C/C(N)=N/n2cnnc2)cc1,-2%[38.3 µM],7%,6%[46.1 µM],-5%,-14%,-0.7%,7%,-3%
CC1(C)CC(NC(=O)c2ccc3c(c2)OCO3)CC(C)(C)N1,1%[38.3 µM],1%,-2%[46.1 µM],17%,10%,-1.2%,-29%,-4%
COC(=O)c1cn(-c2ccccc2)nc1-c1ccccc1,0%[38.3 µM],-2%,-4%[46.1 µM],-4%,-28%,-1.2%,-3%,-2%
CCOc1ccc(-c2[nH]nc3c2C(c2ccc(O)cc2)C(C#N)=C(N)O3)cc1 (stereo unspecified),51%[activator][38.3 µM],54%[activator],-27%[46.1 µM],-7%,3%,0.0%,-1%,0%
CS(=O)(=O)c1[nH]nc(-c2cccc(Cl)c2)c1C#N,·,4%,-6%,-3%,·,0.0%,-8%,·
Cc1ccccc1C(=O)NC1CCN(Cc2nnnn2CCc2ccccc2)CC1,24%[38.3 µM],-3%,-5%[46.1 µM],-3%,-1%,-1.1%,-8%,1%
Cc1cc(C)n(CC(=O)NC2C(=O)N3C(C(=O)O)=C(CSc4nnc(C)s4)CSC23)n1 (stereo unspecified),-5%,-6%,4%,i,-5%,-4.1%,-8%,0%
Cc1oc(C(C)(C)C)cc1C(=O)Nc1cccc(/C=C\C(=O)O)c1,-2%,-2%,-15%,-2%,8%,-3.2%,12%,3%
O=C(O)c1ccc(-n2cc(-c3cc4ccccc4oc3=O)[nH]c2=S)cc1,-3%,-24%,-12%,-13%,10%,4.4%,?,1%
CCOC(=O)/C(C(N)=NC)=C(\O)c1ccccc1,13%[38.3 µM],2%,-4%[46.1 µM],10%,10%,1.2%,2%,1%
COc1ccc(OC)c(-c2cc(C(=O)Nc3c(C)nn(Cc4ccccc4)c3C)no2)c1,11%[38.3 µM],-9%,?,-7%,-14%,-0.2%,?,-2%
CCCn1nc(-c2ccccc2)c2nc3ccccc3nc21,-1%[38.3 µM],-3%,9%[46.1 µM],-3%,-19%,3.0%,6%,1%
COc1cccc2cc(C(C)N(CCCN3CCOCC3)C(=S)Nc3ccc(C)c(C)c3)oc12 (stereo unspecified),0%,6%,-51%,-14%,-8%,-0.5%,-8%,3%
Cc1nnc2ccc(N3CCCC3)nn12,-26%[38.3 µM],6%,12%[46.1 µM],i,?,2.2%,-2%,4%
O=C(C[n+]1ccc(Cc2ccccc2)cc1)Nc1ccccc1,6%,4%,5%,i,19%,1.1%,-4%,-1%
COc1ccccc1CNS(=O)(=O)N(C)C,1%,3%,10%,i,-4%,-0.9%[10.1 µM],?,-3%
O=C(Nc1ccc2c(c1)OCO2)C(c1ccccc1)N1CCCCC1 (stereo unspecified),2%[38.3 µM],7%,-2%[46.1 µM],-7%,-5%,0.7%,1%,-3%
O=C1Nc2ccccc2N=C(c2ccccc2)C1N1CCOCC1 (stereo unspecified),-10%[38.3 µM],-14%,3%[46.1 µM],3%,-15%,-0.7%,-5%,2%
CCc1ccc2[nH]c(=O)c(CN(CCN(CC)CC)C(=O)NC3CCCCC3)cc2c1,·,·,5%[46.1 µM],i,·,-5.4%,?,·
Cc1cc(NC(=O)NN2CCOCC2)nn1-c1c(Cl)cccc1Cl,·,5%,-5%,14%,·,2.1%,1%,·

# Four structures out of the list, ordered by SMILES length, high to low:
SMILES,IMPase Li cell,RGS12 GoLoco inh,NPSR antag,RECQ1 helicase,SMN2 splice enh,Epigenetic derep,KDM4E inh,Luc counter
Cc1cc(NC(=O)NN2CCOCC2)nn1-c1c(Cl)cccc1Cl,·,5%,-5%,14%,·,2.1%,1%,·
CCCn1nc(-c2ccccc2)c2nc3ccccc3nc21,-1%[38.3 µM],-3%,9%[46.1 µM],-3%,-19%,3.0%,6%,1%
COc1ccccc1CNS(=O)(=O)N(C)C,1%,3%,10%,i,-4%,-0.9%[10.1 µM],?,-3%
Cc1nnc2ccc(N3CCCC3)nn12,-26%[38.3 µM],6%,12%[46.1 µM],i,?,2.2%,-2%,4%

# Next part
SMILES,IMPase Li cell,RGS12 GoLoco inh,NPSR antag,RECQ1 helicase,SMN2 splice enh,Epigenetic derep,KDM4E inh,Luc counter
CCN=C1S/C(=C\c2ccc(-c3cccc(C(=O)O)c3)o2)C(=O)N1CC,11%,69%[activator],-19%,20%,3.5µM*,-1.5%,-19%,1%
Cc1cccc(C)c1NC(=O)C(c1ccccc1)N1CCOCC1 (stereo unspecified),-2%,-5%,10%[46.1 µM],0%,-3%,1.2%,2%,-1%
Nc1ccc(Sc2cc(Cl)nc(N)n2)cc1,-4%,1%,-12%[46.1 µM],-16%,19%,0.9%,1%,1%
O=C(CSc1nnc2c(n1)[nH]c1ccccc12)Nc1ccc(S(=O)(=O)Nc2ncccn2)cc1,-15%,26%,14%,17%,-23%,-4.7%,-1%,-6%
C/C(CC(=O)N1CCN(C=O)CC1)=N\NC(=O)c1ccc(Br)cc1,-2%,20%,7%,i,6%,1.1%,4%,-1%
O=C(COC(=O)c1cccc([N+](=O)[O-])c1)NCc1ccc2c(c1)OCO2,-7%,3%,15%,-14%,3%,2.3%,0%,1%
COc1ccc(OC)c(C2=NOC(C(=O)Nc3cc(C)nn3-c3ccccc3)C2)c1 (stereo unspecified),-2%,6%,-2%,-3%,12%,-1.0%,-9%,5%
O=C(O)CC(C(=O)O)N1C(=O)/C(=C/c2ccc(-c3nc4ccccc4s3)o2)SC1=S (stereo unspecified),6%,-4%,-3%[46.1 µM],?,26%,-0.9%,2.8µM*,0%
CN(C)C(=O)c1cccn1-c1ncc(C(F)(F)F)cc1Cl,-4%,-4%,-1%,-3%,-1%,-0.5%,5%,-3%
Cn1c(SCn2nnc3ccccc3c2=O)nc2ccccc2c1=O,8%,-2%,3%,i,-24%,-1.5%,-10%,1%
Cc1ccc(C(C(=O)NCc2ccc(F)cc2)N(CCCO)C(=O)C2COc3ccccc3O2)o1 (stereo unspecified),3%,22%,-10%,i,-12%,2.5%,-1%,-1%
COc1ccc(C(=O)Nc2ccc3c(c2)nc2n3CCSC2)cc1,?,109%[activator],-18%[46.1 µM],-6%,10%,-0.7%,2%,-14%
COc1ccccc1OCc1ccc(C(=O)n2nc(C)c(Cl)c2C)o1,26%[38.3 µM],1%,-15%[46.1 µM],-17%,-15%,-0.8%,-1%,-1%
O=C(CNCCO)N1N=C(c2cccs2)CC1c1cccs1 (stereo unspecified),6%,16%,-7%,i,·,-2.1%,?,2%
Cc1occc1C(=O)NNC(=O)c1cccc(F)c1,0%,-2%,8%,i,12%,-0.8%,7%,3%
O=S(=O)(Cc1ccccc1)C1CCCCC1O (stereo unspecified),·,7%,20%,-3%,·,-1.1%,-8%,·
CCCCCn1c(SCC(=O)CC(=O)OCC)nc2cc(C(=O)N3CCC(C(N)=O)CC3)ccc2c1=O,-5%,7%,-6%,-3%,-1%,1.1%,-8%,2%
CCCOc1ccc(C2c3c(oc4ccccc4c3=O)C(=O)N2CCCN2CCOCC2)cc1 (stereo unspecified),24%[38.3 µM],7%,?,-1%,7%,0.0%,?,1%
CCOc1cccc(C(=O)Nc2nccs2)c1,2%,5%,-8%[46.1 µM],-3%,?,0.0%,0%,-4%
O=C(Nc1ccc2c(c1)OCO2)C1CCN(C(=O)c2cccs2)CC1,-7%[38.3 µM],12%,-8%[46.1 µM],-2%,-15%,0.8%,-5%,2%
CC(=O)N1CCc2cc(S(=O)(=O)NCCC(=O)N3CCc4ccccc4C3)ccc21,13%[38.3 µM],8%,-3%[46.1 µM],4%,-31%[inhibitor],0.8%,3%,-3%
Clc1ccc(C2=NNC(=NCc3ccc4c(c3)OCO4)SC2)cc1,·,·,-2%[46.1 µM],-5%,·,-0.9%,-13%,·

# Compound profiles (already shown):
# Shown for Clc1ccc(C2=NNC(=NCc3ccc4c(c3)OCO4)SC2)cc1 = IMPase Li cell = ·; RGS12 GoLoco inh = ·; NPSR antag = -2%[46.1 µM]; RECQ1 helicase = -5%; SMN2 splice enh = ·; Epigenetic derep = -0.9%; KDM4E inh = -13%; Luc counter = ·
# Shown for O=S(=O)(Cc1ccccc1)C1CCCCC1O (stereo unspecified) = IMPase Li cell = ·; RGS12 GoLoco inh = 7%; NPSR antag = 20%; RECQ1 helicase = -3%; SMN2 splice enh = ·; Epigenetic derep = -1.1%; KDM4E inh = -8%; Luc counter = ·
